# PG9 binder – PG9 antibody binding by small molecule. TR-FRET gp120-PG9 antibody binding. inhibition, % at 6.7 µM. actives 0.43% (n = 360,000). AID 624416; in the data active means inhibition above about 8.5%
# UHRF1 binding – human UHRF1 methylated DNA binding inhibitors | Q96T88 | UHRF1 binding to methylated oligo, TR-FRET | inhibition, % at 4.4 µM | actives 0.75% (n = 370,000) | AID 687016; in the data active means inhibition above about 21%;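 further: UHRF1 SRA domain binding a hemimethylated CpG hairpin DNA probe; 0% = median of test compound wells and 100% = reference inhibitor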
# Target sequence (Q96T88 whole entry, looked up, the tested form may be a part): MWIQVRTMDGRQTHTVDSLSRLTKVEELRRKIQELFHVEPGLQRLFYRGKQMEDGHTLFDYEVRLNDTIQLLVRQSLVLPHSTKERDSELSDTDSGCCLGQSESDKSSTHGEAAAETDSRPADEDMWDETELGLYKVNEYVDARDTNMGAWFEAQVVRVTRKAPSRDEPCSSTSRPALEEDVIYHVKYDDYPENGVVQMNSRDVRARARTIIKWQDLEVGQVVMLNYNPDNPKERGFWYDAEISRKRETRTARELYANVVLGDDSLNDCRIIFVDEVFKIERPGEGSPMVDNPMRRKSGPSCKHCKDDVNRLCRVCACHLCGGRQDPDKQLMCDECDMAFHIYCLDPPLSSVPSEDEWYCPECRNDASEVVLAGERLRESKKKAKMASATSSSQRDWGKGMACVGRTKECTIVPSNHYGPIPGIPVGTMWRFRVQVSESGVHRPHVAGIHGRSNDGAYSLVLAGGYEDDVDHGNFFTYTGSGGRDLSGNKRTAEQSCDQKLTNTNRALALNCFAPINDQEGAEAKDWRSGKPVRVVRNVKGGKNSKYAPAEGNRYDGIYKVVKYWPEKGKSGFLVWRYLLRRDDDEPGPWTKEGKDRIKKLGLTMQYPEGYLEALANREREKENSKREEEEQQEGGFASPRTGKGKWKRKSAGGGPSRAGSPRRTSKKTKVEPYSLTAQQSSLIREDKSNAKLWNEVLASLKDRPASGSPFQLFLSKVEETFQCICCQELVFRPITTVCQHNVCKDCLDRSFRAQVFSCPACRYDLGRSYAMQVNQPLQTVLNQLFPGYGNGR
# Rev-erbA mod – modulates human Rev-erb alpha binding to DNA; P20393; Rev-erbα–FITC-DNA binding, fluorescence polarization, 90 min; activity, % at 10 µM; actives 0.79% (n = 370,000); AID 1259318;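 active means activity above about 14%, limit read from the data; passing the limit was not always enough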;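 further: 0% = DMSO wells with 35 nM protein and 100% = DMSO wells with 750 nM protein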
# rCAG RNA binder – binds r(CAG) RNA repeats | r(CAG) RNA repeat, TO-PRO-1 dye displacement fluorescence | actives 1.3% (n = 370,000) | inhibition, % at 3 µM | AID 651821;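 active means inhibition above the plate cutoff, the mean of all test compounds on that plate plus 3 SD, cut at about 35% in these data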;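 further: 0% = DMSO alone and 100% = 100 µM mitoxantrone as full dye displacement; higher means more dye released from RNA so lower well fluorescence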
# PRMT1 inh – inhibitors of human PRMT1 | Q99873 | recombinant PRMT1, activity-based probe fluorescence polarization | inhibition, % at 2.79 µM | actives 1.3% (n = 370,000) | AID 652257;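 active means inhibition above about 21% made by adding two undisclosed values, limit read from the data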
# TCR-CD3 inh – inhibitors of human TCR-CD3 interaction; TAMRA-labeled TCR probe fluorescence, biochemical; AID 651800; actives 0.37% (n = 360,000); inhibition, % at 9.4 µM; in the data active means inhibition above about 19%;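 further: recombinant mutant TCR 2C K166C tagged with TAMRA read by polarization; 0% = receptor in buffer alone and 100% = receptor with positive control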
# LEDGF integ inh – blocks HIV-1 LEDGF/p75-dependent DNA integration | TR-FRET IN-LEDGF/p75 DNA integration, Eu/Cy5 | inhibition, % at 3.7 µM | actives 0.64% (n = 370,000) | AID 743269;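 active means inhibition above the screen-wide mean plus 3 SD, cut at about 13% in these data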;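 further: signal is the Cy5 over europium emission ratio at 671 and 618 nm; 0% = plate median of compound wells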
# ABHD4 inh – ABHD4 (mouse) inhibition, primary FP screen. actives 0.54% (n = 370,000). Q8VD66. AID 720543. purified mABHD4, FP-Rh probe fluorescence polarization. inhibition, % at 8.92 µM;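 active means inhibition exceeding the mean over every tested compound plus 3 SD, cut at about 30% in these data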;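 further: 0% = plate median of compound wells and 100% = S159A mutant with DMSO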
#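 System: mouse ABHD4 enzyme, wild type / Medium: HEPES pH 7.0, NaCl, Pluronic buffer / Reagent: FP-Rh activity-based fluorescent probe / Control set: S159A mutant high control, sample median low control / Detection: fluorescence polarization with parallel and perpendicular emission, 525/598 nm / Schedule: 45 min + 60 min at 25 °C / Compound dosing: 8.92 µM, single dose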
# HTRA1 inhibitor – inhibitors of human serine peptidase HTRA1; recombinant HTRA1, FP-rhodamine activity-based probe, fluorescence polarization; AID 504803; actives 0.5% (n = 340,000); inhibition, % at 5.96 µM; in the data active means inhibition above about 36%;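 further: 0% = enzyme with DMSO and 100% = wells lacking enzyme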
# MBD2 inh – blocks human MBD2 binding to methylated DNA. TR-FRET, MBD2 binding to methylated oligonucleotide. AID 686964. actives 0.31% (n = 370,000). inhibition, % at 4.4 µM. Q9UBB5; in the data active means inhibition above about 13%
# Active calls of the source: *; · = no result given; & = joins results of further samples.
SMILES,PG9 binder,UHRF1 binding,Rev-erbA mod,rCAG RNA binder,PRMT1 inh,TCR-CD3 inh,LEDGF integ inh,ABHD4 inh,HTRA1 inhibitor,MBD2 inh
Cc1cccc(NC(=O)CSCC(=O)N2CCCc3ccccc32)c1,-0.7,0,8,-5,2,-2,-3,-8,0,1
FC(F)(F)c1cnc(Sc2nc3nccc(-c4ccc(Cl)cc4)n3n2)c(Cl)c1,-0.6,-6,5,4,1,4,2,-4,-5,-4
Cc1cccc(C(=O)O/N=C2\CCCc3ccccc32)c1,1.1,2,4,-2,5,-5,-2,-4,-33,0
Cc1cc(C)n(CC(=O)O)n1,0.8,2,-1,0,0,3,0,9,-1,-2
COC(=O)[C@H](CCSC)NC(=O)c1cc2c(cn1)[nH]c1ccccc12,2.5,0,-3,4,14,0,-1,-6,-7,1
Cc1cc(N2CCN(C3CCCCC3)CC2)nc2cccc(O)c12,-0.6,2,-4,9,4,-9,12,0,10,-2
CCS(=O)(=O)N1Cc2ccccc2CC1C(=O)Nc1cccc(S(=O)(=O)N(C)C)c1 (stereo not given),-1.3,-2,2,2,-2,10,1,2,-4,-2
O=C1C=CC2(O[C@H](c3ccccc3)[C@@H](c3ccccc3)O2)[C@H](Sc2ccccc2O)C1,-1.3,6,0,13,96*,-4,1,8,-19,8
CC(=O)Nc1ccc(S(=O)(=O)CCC(=O)O)cc1,0.1,-2,4,0,0,-1,-1,5,0,-4
O=C(NCCN1CCOCC1)c1cc(-c2ccc(Cl)c(Cl)c2)on1,2.5,2,0,-1,2,-2,1,4,6,4
Nc1ccc(-n2nnnc2CN2CCOCC2)cc1,0.7,2,0,3,0,0,1,-1,-2,5
Cc1ccc(O)c(-c2cc(C(F)(F)F)[nH]n2)c1,-0.6,4,4,1,-2,1,0,-8,-12,6
Cc1ccc(-c2cnn(-c3ccccc3)c2N)cc1,0.5,-4,-3,4,-6,3,-2,-2,-6,-3
CC1OC(CCc2cccc(Cl)c2)Cc2[nH]c(=S)[nH]c(=O)c21 (stereo not given),1.7,-1,5,6,0,-1,2,2,·,-2
OCCNc1nc(Nc2ccc(O)cc2)nc2ccccc12,-2.2,3,-6,6,2,-7,-3,-6,1,7
COc1ccc(Cc2nc(-c3ccc(Cl)cc3)no2)cc1,-0.8,0,1,0,-3,0,4,-6,-24,0
COC(=O)CSc1nc(N)c(C#N)c(C(C)C)c1C#N,-1.1,-1,8,-2,1,8,2,1,-3,0
NC(=O)C1CC(=O)N(c2ccc(OCc3ccc(F)cc3)cc2)C1 (stereo not given),-1.2,0,-7,-5,-2,5,0,-3,3,1
Cc1ccc(N2CC(C(=O)Nc3ccncc3)CC2=O)cc1 (stereo not given),-4.7,1,-2,-2,2,-5,3,-3,-5,-3
CN(C)c1ccc(C(=O)C(O)c2ccccc2Cl)cc1 (stereo not given),0.6,1,10,2,1,-3,-2,4,-1,1
COC(=O)c1nc(-c2ccccc2)nc(-c2ccccc2)c1C(=O)OC,0.7,0,-2,-2,5,-8,-9,-5,·,-3
Cc1ccc2c(c1)N(CC(=O)N1CCc3ccccc3C1)C(=O)CO2,0.4,2,8,1,2,-6,-3,3,1,2
CC1CCc2cc(F)ccc2N1C(=O)C1(C)CC1(Cl)Cl (stereo not given),0.6,10,4,-4,0,-6,1,-2,1,3
Nc1nc(N)c2[nH]c(=S)[nH]c2n1,-4.4,2,0,3,54*,4,-6,1,-1,-3
CCCCN1CCCCC1C(=O)Nc1c(C)cccc1C (stereo not given),-0.5,0,0&-4&8,-3,0,-1,0,-1,7,0
Cc1cc(OC(C)C(=O)N(Cc2cccs2)C2CCS(=O)(=O)C2)ccc1Cl (stereo not given),-0.9,8,1,1,-1,5,-1,9,-6,-1
CC(NC(=O)CCn1nc(-c2ccc(Cl)cc2)ccc1=O)c1ccccc1 (stereo not given),0.3,3,4,0,-3,-3,2,1,-5,-4
Cc1cc(O)c(C(=O)Cc2csc(C)n2)c(O)c1,-0.2,16,-3,-2,3,10,-2,-2,-1,4
CC(=O)C1=C(O)C(=O)N(Cc2ccco2)C1c1cccc(F)c1 (stereo not given),-1.1,-4,7,-2,3,2,8,-7,0,-5
CC(NNC(=S)N1CCN(c2ccccn2)CC1)c1nccc2ccccc12 (stereo not given),-1.0,-12,-4,6,1,-5,-2,26,21,-3
COc1ccc2c(c1)cc(C(=O)N[C@@H](Cc1ccccc1)C(=O)N[C@@H](C)C(=O)O)n2C,-1.4,-2,28*,4,-1,-2,7,-3,6,3
S=C(Nc1cccc(Cl)c1)Nc1ccc2cn[nH]c2c1,-2.4,-3,3,3,-2,-2,1,2,6,2
COc1ccccc1-n1cn[nH]c1=S,0.1,1,2,-1,-4,0,1,2,-2,-5
Cc1cccn2c(=O)nc(SCC(=O)c3ccccc3)nc12,1.1,6,2,1,1,-4,-2,0,-1,7
CC(Sc1nc(-c2ccccc2)cc(C(F)(F)F)n1)C(=O)Nc1sc2c(c1C(N)=O)CCC2 (stereo not given),0.0,0,6,2,-1,-5,-2,-1,2,6
CCc1cccc(NC(=O)CCCn2nc(CC)n3c(cc4occc43)c2=O)c1,-1.2,-1,-2,2,6,1,0,2,-19,3
Cn1cc(CCCC(=O)NCc2ccc(F)cc2)c2ccccc21,1.6,3,2,-7,4,8,2,-7,-7,-7
CCc1ccccc1NC(=O)Cc1ccc(-n2cccc2)cc1,-2.1,-1,-4,0,0,2,-2,-6,-4,-2
Cc1ccc(C)c(CN2CCC(n3nccc3NC(=O)CCCc3ccccc3)CC2)c1,-1.1,0,-3,-11,-6,6,0,-4,-12,1
CCOc1ccc(NC(=S)NC(C)C(c2ccccc2)N2CCN(C)CC2)cc1 (stereo not given),-0.7,1,-6,-8,-6,-1,2,-3,-6,1
COc1ccc(C2=NC(=O)/C(=C\c3cc(OC)c(OC)c(OC)c3)O2)cc1,-0.7,2,1,1,1,-4,-5,2,1,4
C=CCSc1nc(C)c(CC=C)c(=O)[nH]1,-0.3,0,1,0,-3,2,-1,-1,-2,-1
O=C(O)Cn1c(Cc2ccccc2)nc2ccccc21,-3.1,0,-3,0,3,-1,-2,0,7,4
O=C(NC1CCCCC1)C1c2ccccc2C(=O)N1Cc1ccc2c(c1)OCO2 (stereo not given),2.0,1,1,-4,-1,4,2,-7,-4,-6
CCCc1nc2ccccc2c(C(=O)OCC(=O)Nc2c(C)n(C)n(-c3ccccc3)c2=O)c1CC,-0.3,0,3,-8,-1,1,3,10,-1,2
CC(=O)c1cccc(NC(=O)CC2S/C(=N/N=C/c3ccccc3)NC2=O)c1 (stereo not given),-0.1,-3,0,18,0,0,-1,5,0,4
Cc1ccc(N2CC(C(=O)NC(C)CCc3ccccc3)CC2=O)cc1 (stereo not given),-0.5,2,6,-9,5,-9,-3,-11,1,5
C[C@H](NC(=O)c1ccco1)C(=O)NNC(=O)COc1cccc(C(F)(F)F)c1,0.8,-2,0,1,0,0,3,5,7,-5
CNc1nc(-c2ccc3c(c2)CCN3C(=O)c2ccccc2C)cs1,-1.9,1,-5,7,-3,4,3,3,-15,-3
CCc1ccc2[nH]c(=O)c(C3C(C#N)=C(N)Oc4c3ccc3cccnc43)cc2c1 (stereo not given),4.2,-11,-5,18,2,14,3,17,82*,-12
O=C(Cc1n[nH]c(=O)c2ccccc12)N1CCN(c2ccc(F)cc2)CC1,-1.1,-1,-3,-4,1,-1,-2,-4,2,1
CCCCC(=O)Nc1cc(OC)c(NC(=O)C2CCCCC2)cc1OC,0.9,0,-1,-3,-4,-4,2,1,7,1
CSCC[C@H](N)C(=O)N1CCC(C(=O)N[C@@H](Cc2c[nH]c3ccccc23)C(=O)O)CC1,-2.6,3,-1,-2,-6,0,4,-1,7,3
CC12CCC(C(=O)Nc3c(Cl)cccc3Cl)(C(Br)C1=O)C2(C)C (stereo not given),1.1,2,2,4,2,-5,-4,-4,6,0
O=C1ON=C(c2ccccc2)/C1=C/c1ccc(-c2ccccc2[N+](=O)[O-])o1,0.4,-4,-2,25,9,-3,5,17,8,-3
COCCNC(=O)C(Cc1c[nH]c2ccccc12)NC(=O)OCc1ccccc1 (stereo not given),1.0,-1,6,-6,4,4,-1,1,3,-4
COc1ccc(NC(=O)Cn2nc(Cc3cccnc3)c3ccccc3c2=O)cc1OC,0.3,0,4,4,-5,-2,1,0,-4,-4
O=C(CC1C(=O)NCCN1C(=O)Nc1ccc(F)cc1F)Nc1ccc(F)cc1 (stereo not given),0.7,0,1,-2,2,-4,-3,-1,2,2
O=C(Nc1cccc(C(F)(F)F)c1)c1cccnc1NCCO,1.3,-3,0,-3,1,5,-1,0,-2,1
CC(C)c1ccccc1NC(=S)N(C)C,-1.6,2,-3,0,3,-2,0,2,-1,4

# (continued)
SMILES,PG9 binder,UHRF1 binding,Rev-erbA mod,rCAG RNA binder,PRMT1 inh,TCR-CD3 inh,LEDGF integ inh,ABHD4 inh,HTRA1 inhibitor,MBD2 inh
COc1ccc(CC(=O)n2nc(-c3ccc(Cl)cc3)nc2NCc2ccco2)cc1,-3.9,0,0,7,-3,1,9,-6,0,1
CCn1c(N)cc(=O)[nH]c1=S,-3.4,2,-2,2,-4,0,-2,-3,5,-3
Cc1cc(CN(C)C(=O)CC2C(=O)NCCN2Cc2ccc(F)c(F)c2)on1 (stereo not given),0.1,-2,-3,-2,1,7,0,4,-1,-2
O=C(Nc1ccc(Cc2ccc(NC(=O)N3CCOCC3)cc2)cc1)N1CCOCC1,-0.4,0,-1,-1,-3,8,-1,-1,6,3
CCCOc1cccc(C(=O)Nc2ccc(Br)cc2F)c1,-1.4,2,-2,1,0,5,-1,-7,-2,-6
Cc1nc(NC(=S)NC(=O)c2cncc(Br)c2)ccc1Br,-3.2,-1,1,-1,-1,1,0,-1,11,0
O=C(/C=C(\O)c1ccccc1)C(=O)NNC(=O)c1ccccc1,-0.6,-1,0,14,-4,13,-5,22,19,1
COCC(=O)N(Cc1nc2ccccc2c(=O)[nH]1)Cc1cccs1,1.0,-2,-2,0,-4,3,0,4,-2,-2
CC1CCN(Cc2nc3c(c(=O)n(C)c(=O)n3C)n2CCc2ccccc2)CC1,-1.8,-1,-4,-8,1,-2,-1,2,-4,5
Cc1ccccc1-n1ncc(C(C)NS(=O)(=O)c2sccc2C)c1C (stereo not given),1.6,1,0,-4,-5,-7,2,-1,-1,2

# As a working copy, 4 of the compounds above.
SMILES,PG9 binder,UHRF1 binding,Rev-erbA mod,rCAG RNA binder,PRMT1 inh,TCR-CD3 inh,LEDGF integ inh,ABHD4 inh,HTRA1 inhibitor,MBD2 inh
Cc1cccc(NC(=O)CSCC(=O)N2CCCc3ccccc32)c1,-0.7,0,8,-5,2,-2,-3,-8,0,1
FC(F)(F)c1cnc(Sc2nc3nccc(-c4ccc(Cl)cc4)n3n2)c(Cl)c1,-0.6,-6,5,4,1,4,2,-4,-5,-4
Cc1cccc(C(=O)O/N=C2\CCCc3ccccc32)c1,1.1,2,4,-2,5,-5,-2,-4,-33,0
Cc1cc(C)n(CC(=O)O)n1,0.8,2,-1,0,0,3,0,9,-1,-2

# Compound activity deposited in PubChem BioAssay by several laboratories.

# This is a subset. The share of hits here may be higher or lower than overall.
